ELG1 genotoxic – inducers of genotoxicity in HEK293T ELG1-luciferase cells; HEK293T ELG1-luciferase reporter, luminescence, 16 h; Potency, µM (top dose mostly 46 µM), for inactives: at the highest dose activity change, positive = activation, actives largely listed as activators; AID 504466; 330,000 compounds, 1.3% hits; further: potency means the concentration at half of the fitted maximal effect; % of control where 0% means no effect; nearly all actives have a fitted effect of over 60% in size
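DMSO vehicle served as control against compound-treated ELG1-luciferase HEK293T cells; exposure lasted 16 hr at 37 °C and 5% CO2, followed by ONE-Glo luminescence detection after 30 min.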
RORgamma inh – ROR gamma (mouse) transcription inhibition. Drosophila S2 Gal4-RORgamma UAS-luciferase reporter, 20 h. AID 2551. Potency, µM (top dose mostly 53.6 µM), inactives show at the highest dose activity change, negative = inhibition, usual class: inhibitors. P51450. 310,000 compounds, 5.4% hits; further: potency means the concentration at half of the fitted maximal effect; on the % scale 0 is the no-effect control and ±100 the full control effect; nearly all actives have a fitted effect of over 60% in size
Target sequence (P51450 whole entry, looked up, the tested form may be a part): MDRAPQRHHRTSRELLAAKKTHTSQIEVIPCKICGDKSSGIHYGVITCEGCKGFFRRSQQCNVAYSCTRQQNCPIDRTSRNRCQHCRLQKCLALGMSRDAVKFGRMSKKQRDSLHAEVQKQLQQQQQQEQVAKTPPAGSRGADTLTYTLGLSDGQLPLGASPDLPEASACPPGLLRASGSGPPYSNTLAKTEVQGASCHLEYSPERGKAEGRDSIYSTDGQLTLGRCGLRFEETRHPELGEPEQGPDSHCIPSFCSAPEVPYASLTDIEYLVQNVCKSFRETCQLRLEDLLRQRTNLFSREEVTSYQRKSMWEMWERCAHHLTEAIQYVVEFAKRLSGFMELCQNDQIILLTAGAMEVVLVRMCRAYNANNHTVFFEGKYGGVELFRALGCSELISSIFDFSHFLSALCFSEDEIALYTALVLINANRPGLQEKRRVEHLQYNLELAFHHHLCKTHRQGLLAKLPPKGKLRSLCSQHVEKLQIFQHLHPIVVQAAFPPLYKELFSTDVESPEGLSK
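Drosophila S2 cells stably expressing Gal4-DBD/mouse RORγ fusion under metallothionein promoter plus UAS-luciferase; compound 1 h, then 700 uM CuSO4 induction for 20 h at ambient temperature; inhibition read as reduced luminescence.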
PKM2 activator – PKM2 (human) enzyme activation; P14618; purified PKM2, Kinase-Glo ATP luminescence, activation; response scale: 0% is enzyme alone, no compound; Potency, µM (top dose mostly 57.5 µM), inactives show top-dose activation, actives largely listed as activators; 260,000 compounds, 0.34% hits; further: potency means the concentration at half of the fitted maximal effect; on the % scale 0 is the no-effect control and ±100 the full control effect; nearly all actives have a fitted effect of over 55% in size
Target sequence (P14618 whole entry, looked up): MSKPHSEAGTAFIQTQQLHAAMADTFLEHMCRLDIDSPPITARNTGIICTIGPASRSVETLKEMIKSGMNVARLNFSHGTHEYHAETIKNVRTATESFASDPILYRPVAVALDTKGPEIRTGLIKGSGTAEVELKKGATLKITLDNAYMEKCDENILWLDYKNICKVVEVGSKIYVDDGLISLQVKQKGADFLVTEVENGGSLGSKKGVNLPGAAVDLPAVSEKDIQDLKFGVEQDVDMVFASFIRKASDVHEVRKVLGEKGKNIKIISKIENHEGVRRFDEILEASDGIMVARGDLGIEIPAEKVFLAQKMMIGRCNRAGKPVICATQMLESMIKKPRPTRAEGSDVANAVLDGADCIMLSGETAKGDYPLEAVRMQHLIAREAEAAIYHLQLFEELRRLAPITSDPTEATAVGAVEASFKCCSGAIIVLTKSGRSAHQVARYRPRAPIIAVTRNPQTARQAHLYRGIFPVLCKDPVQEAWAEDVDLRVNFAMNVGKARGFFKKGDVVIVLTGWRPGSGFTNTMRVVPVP
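Kinase-Glo luminescence reports ATP generated from ADP (0.1 mM) and PEP (0.5 mM) by purified hPK-M2 after 1 h at room temperature, pH 7.2 imidazole buffer; intermediate enzyme activity allows detecting inhibitors and activators.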
Menin MLL FP TR – inhibitors of human menin-MLL interaction, mutant MLL peptide; Menin + Texas Red MLL mutant peptide, fluorescence polarization; Potency, µM (doses to about 61.6 µM), for inactives: at the highest dose FP activity change, negative = inhibition, usual class: inhibitors; 270,000 compounds, 0.23% hits; AID 1768; active means well fitted inhibition curve with a large enough effect in the polarisation, with a control signal flat, not every such curve was filed as active; inconclusive means small, poorly fitted or top-dose-only effect, or effect the other way, or a change in a side signal; inactive means no such curve, though single readings can be large or run the other way; the % refers to the polarisation; further: potency means the concentration at half of the fitted maximal effect; % of control where 0% means no effect; many of its hits are not listed in these tables
Giardia killer – Giardia lamblia killing; 340,000 compounds, 0.15% hits; Giardia lamblia trophozoite viability; AID 540267; activity change, % at 7.66 µM, hits read low; in the data active means activity change below about -80%; inconclusive means between about -30% and that limit;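 further: parasites exposed to compound for two days anaerobically before the ATP read; on the % scale 0 is the no-effect control and ±100 the full control effect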
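Killing of trophozoites was scored by loss of ATP luminescence after a 48 hrs anaerobic exposure to compounds at 37 deg C, using 100 cells per well.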
p53 reactivator – mutant p53 re-activation in reporter cells | H1299 p53-A138V BP100-luciferase reporter, luminescence, 24 h | Potency, µM (highest dose often 92.2 µM), without a hit: top-dose activity change, positive = activation, usual class: activators | 320,000 compounds, 0.063% hits; further: potency means the concentration at half of the fitted maximal effect; % of control where 0% means no effect; nearly all actives have a fitted effect of over 45% in size
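p53-null H1299 cells stably carrying temperature-sensitive p53-A138V and a BP100-luciferase reporter were pinned with compounds (4-point, 1:5 series) and held 24 hrs at 37 deg C. Luminescence was read 10 min after detection reagent.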
BRCA1 expr act – BRCA1 expression activation; 380,000 compounds, 1.1% hits; Potency, µM (series often up to 46.1 µM), for the others: top-dose activation, usual class: activators; MCF7-BRCA1-FFLuc reporter, luminescence, 48 h; response scale: scaled: vehicle 0%, 10 µM genistein 100%; AID 624202; further: potency means the concentration at half of the fitted maximal effect; nearly all actives have a fitted effect of over 80% in size; some results filed as inactive show a strong effect at the top dose
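First, MCF7-BRCA1-FFLuc cells (2000/well) attach for 2 h; next, compounds are pin-added and incubated 48 h at 37 °C; finally, luciferase reagent is added and luminescence read after 15 min.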
VP16 counter – inhibits Gal4-VP16 luciferase reporter, ROR gamma counter-screen; Drosophila S2 Gal4-VP16 UAS-luciferase, luminescence, 20 h; AID 2546; Potency, µM (series often up to 53.6 µM), for inactives: at the top dose activity, negative = inhibition, actives largely listed as inhibitors; 310,000 compounds, 3.5% hits;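 further: Gal4-VP16 expression switched on by copper sulfate through the metallothionein promoter; potency means the concentration at half of the fitted maximal effect; on the % scale 0 is the no-effect control and ±100 the full control effect; nearly all actives have a fitted effect of over 50% in size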
NPC1 promoter act – activators of NPC1 promoter; Huh7 NPC1 promoter luciferase reporter, 24 h; Potency, µM (highest dose often 9.22 µM), without a hit: at the top dose activation, hits mostly activators; AID 485313; 320,000 compounds, 2.4% hits;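 further: potency means the concentration at half of the fitted maximal effect; % of control where 0% means no effect; nearly all actives have a fitted effect of over 60% in size; reporter is driven by a mutant NPC1 promoter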
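Luminescence from an NPC1 promoter-driven luciferase reporter in stably transfected Huh7 cells was measured after 24 h compound treatment at 37 °C, followed by 10 min ambient incubation with luciferase detection reagent.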
FLuc counter – firefly luciferase modulation, counter-screen for miR-21 project; P08659; purified FLuc, Km substrates, luminescence inhibition; Potency, µM (titrated, usually from 57.5 µM), for inactives: at the highest dose activity change, negative = inhibition, usual class: inhibitors; 360,000 compounds, 6.9% hits; AID 588342;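 further: potency means the concentration at half of the fitted maximal effect; plate controls were vehicle for no effect and reference inhibitor for full effect; nearly all actives have a fitted effect of over 55% in size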
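Biochemical qHTS of compounds, final roughly 60 µM downward over six points, against 10 nM purified firefly luciferase using Km concentrations of substrates (10 uM D-luciferin, 10 uM ATP) in Tris acetate pH 7.5 buffer; luminescence output.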
Rab9 promoter act – activators of Rab9 promoter. Huh7 Rab9 promoter-luciferase reporter, luminescence, 24 h. Potency, µM (titrated, usually from 9.22 µM), inactives show at the top dose activation, negative = inhibition, actives largely listed as activators. 320,000 compounds, 2.8% hits; further: potency means the concentration at half of the fitted maximal effect; % of control where 0% means no effect; nearly all actives have a fitted effect of over 60% in size
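Huh7 cells stably carrying a Rab9 promoter-luciferase reporter, 1500 cells per well in OP-MEM I with 10% FBS, treated with compound 24 hours at 37C. Luciferase activity read by luminescence after 10 minutes with Amplite reagent.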
* marks the source's active call; other numbers are inactive results; u = inconclusive; x = not tested or not shown; & = joins results of further samples; [ ] = remark or other dose. Unless noted, the call rests on the fitted dose curve; in most records, active means well fitted curve in the direction sought with a large enough effect; inconclusive means small, poorly fitted or top-dose-only effect, or another doubt; inactive means no such curve, though single readings can be large; an effect the other way counts as inactive or inconclusive.

Below each compound – ELG1 genotoxic	RORgamma inh	PKM2 activator	Menin MLL FP TR	Giardia killer	p53 reactivator	BRCA1 expr act	VP16 counter	NPC1 promoter act	FLuc counter	Rab9 promoter act
> Cc1ccc(NC(=O)c2cccnc2)c([N+](=O)[O-])c1
→ 4%	-5%[1.91 µM]	-6%	1%	24	u	-5%	0%	-12%	-8%	-2%
> COc1ccc(/C=N/N(C)C2=NS(=O)(=O)c3ccccc32)cc1
→ 3%	8%	x	u	6	0%	-21%	18%	-5%	1%	1%
> S=c1[nH]c2ccc3ccccc3c2[nH]1
→ 14%	26%	7%	5%	u	2%	22%	-7%	11%	-29%	u
> Cc1cc(C(=O)CSc2nncs2)c(C)n1Cc1ccco1
→ u	-31%	-5%	5%	-9	13%	22%	u	0.63µM*	4.8µM*	0.71µM*
> Cc1ccc(-c2nn(C)c(=O)c3ccccc23)cc1CNC(=O)c1ccco1
→ 2%	-15%	u	10%	2	-5%	-46%	-5%	-7%	0%	7%
> N#C/C(=C\c1c(N2CCCCC2)nc2ccccn2c1=O)C(=O)NCc1ccco1
→ -5%	-17%	-7%	-4%	-10	-15%	-21%	-12%	1%	1%	1%
> COc1ccc(NC(=O)COC(=O)C2CC(=O)N(CCc3ccc(OC)c(OC)c3)C2)cc1Cl (stereo not drawn)
→ 7%	x	x	x	-15	4%	7%	x	1%	-1%	0%
> c1ccc(C2Nc3ccccc3-c3nc4ccccc4n32)nc1 (stereo not drawn)
→ 2%	8.9µM*	1%	32%[activator]	-11	-4%	55%	-9%	-6%	u	-1%
> CCC(C)NC(=O)c1cc(CC(C)C)on1 (stereo not drawn)
→ 12%	36%	-15%	2%	-21	u	43%	1%	9%	u	6%
> COC/C=C/C1=CC2=CC(=O)C(C)(OC(=O)c3cnc4ccccc4n3)C(=O)C2=CN1CCCCO (stereo not drawn)
→ 7%	-30%	-2%[11.5 µM]	-7%[11.7 µM]	-8	0%	3%	-5%	1%	8%	-6%
> Brc1ccc(/C=N/N2CCN(C3c4ccccc4-c4ccccc43)CC2)s1
→ 0%	-13%	0%	5%	15	-4%	-18%	-4%	-5%	2%	-5%
> CCCCCC1=NN2C(=O)CC(=O)N=C2S1
→ 2%	-3%	-4%	x	5	-1%	2%	-4%	-5%	4%	-1%
> O=C(CSc1ccc(-c2cccs2)nn1)N1CCCCCC1
→ 9%	u	-5%	-3%	10	u	13µM*	29%	17%	u	24%
> CCOC(=O)Cn1c(-c2ccccc2)cc(SC)c(C#N)c1=O
→ -5%	20%	x	u	22	-4%	-12%	4%	-5%	1%	1%
> COc1ccc(OC)c(S(=O)(=O)NCC(c2ccco2)S(=O)(=O)c2ccccc2)c1 (stereo not drawn)
→ -1%	x	x	x	2	-9%	7%	x	-7%	-2%&0%	-2%
> CCC(=O)NC(c1ccc(N(C)C)cc1)c1c(O)ccc2ccccc12 (stereo not drawn)
→ 1%	-5%	3%	5%	14	-5%	-3%	-9%[10 µM]	-1%	u	-8%
> CCCc1nnc2n1N=C(c1ccc([N+](=O)[O-])cc1)CS2
→ -1%	-4%	8%	x	-18	-5%	-28%	-1%	-4%	-3%	1%
> CC1CC(C)CN(S(=O)(=O)N2CCCC(C(=O)NCCc3ccccc3)C2)C1 (stereo not drawn)
→ -2%	-7%	x	x	4	-3%	-17%	-1%	-1%	0%	-5%
> CCOc1ccc(CNc2ccc(N3CCOCC3)c(C(=O)O)c2)cc1
→ -2%	13%	5%	-12%	4	-2%	5%	2%[0.365 µM]	0%	-4%	-6%
> Cn1cccc1/C=C1\CCC/C(=C\c2cccn2C)C1=O
→ 1.8µM*	u	9%	-10%	-28	u	u	5%	1.3µM*	6µM*	0.89µM*
> Cc1ccc(C)c(OCC(O)CN2CCN(CCN3C(=O)c4cccc5cccc(c45)C3=O)CC2)c1 (stereo not drawn)
→ -8%	-4%	1%	u	-2	-10%	-46%	u	-5%	-1%	-5%
> COc1ccccc1-c1c(C)nn2c(-c3ccccc3)cc(C)nc12
→ -7%	-4%	0%	x	4	-6%	-48%	0%	-3%	u	-3%
> COc1ccc(N2CCN(C(CNC(=O)c3ccc4c(c3)OCO4)c3ccco3)CC2)cc1 (stereo not drawn)
→ -6%	-1%	-12%	-12%	-27	-3%	-3%	-10%	-1%	-4%	0%
> CS(=O)(=O)N1CCN(C(=O)Nc2ccccc2)CC1
→ 3%	17%	16%	7%	-11	4%	-4%	-5%	0%	1%	-3%
> CCn1c(SCC(O)c2ccccc2)nnc1-c1ccccc1 (stereo not drawn)
→ 13%	23%	-7%	-5%	-3	21%	11µM*	21%	22%	u	u
> CCOC(=O)N1CCC2(CC1)C(C#N)=C(N)Oc1c2sc2nc(C)cc(C)c12
→ -12%	8.9µM*	2%	-12%	-15	9%	-59%	u	0%	0%	-4%
> Cc1cc([N+](=O)[O-])cc2c1NCC1CC=CC21 (stereo not drawn)
→ -3%	43%	1%	22%	4	-11%	-11%	0%	-5%	0%	1%
> CCn1ncc(C2=NOC(C(=O)Nc3ccc4c(c3)OCO4)C2)c1C (stereo not drawn)
→ -2%	14%	22%	6%	-1	-1%	-34%	16µM*	-3%	-4%	3%
> COc1ccc(COC(=O)CCS(=O)(=O)c2ccc(C)cc2)cc1F
→ 0%	x	x	x	-4	3%	-25%	x	2%	-6%	10%
> COc1cc(NC(=O)Cc2c(C(=O)O)n(C)c3ccccc23)cc(OC)c1OC
→ 3%	-2%	3%	16%	-6	1%	-8%	-2%	-1%	u	-1%
> Cc1nnsc1C(=O)Nc1ccccc1
→ 1%	-7%	5%	-2%	10	0%	2%	-9%	-6%	4%	0%
> CCOC(=O)C1=C(NC#N)OC(C)=C(C)C1c1ccc(O)cc1 (stereo not drawn)
→ 2%	-5%	-20%	0%	-7	-1%	-18%	-13%[0.365 µM]	u	4%	0%
> Cc1cc(C)n2nc(C(=O)NCc3ccccc3)nc2n1
→ 0%	-17%	1%	1%	-2	-2%	-1%	0%	1%	-3%	0%
> CN(C)CCCN(C(=O)c1ccc(S(=O)(=O)N2CCCc3ccccc32)cc1)c1nc2ccc(F)cc2s1
→ -30%[inhibitor]	u	0%	u	x	u	x	u	0%	1%	2%
> CCC(C)N(C(=O)C(F)(F)F)C(C(=O)NC1CCCCC1)c1ccncc1 (stereo not drawn)
→ 0%	u	-4%	-1%	-1	-2%	-24%	3%	-2%	-1%	-2%
> CCSc1nc2c(sc3nc(C)cc(C)c32)c(=O)[nH]1
→ -3%	-27%	1%	6%	x	17%	x	-4%	-2%	5%	-5%
> Cc1ccc(-c2nc(C)sc2CC(=O)NCc2ccco2)cc1
→ -3%	3%	16%	8%	-2	-3%	-5%	5%	-1%	-2%	-2%
> COC(=O)c1c(N)sc(C(=O)N2CCOCC2)c1C
→ -3%	1%	-2%	-15%	14	4%	3%	-1%	-1%	-2%	0%
> CC(C)S(=O)(=O)C/C(N)=N/OS(=O)(=O)c1ccc(Cl)cc1
→ 0%	-1%	-2%	x	13	-2%	22%	-6%	-2%	-1%	3%
> COc1cccc(NC(=O)CSCc2cc(=O)n3nc(C4CC4)sc3n2)c1
→ 1%	0%	x	x	5	-2%	13%	-14%	1%	1%	-3%
> CCn1c(=O)c(=O)[nH]c2cc(C(=O)NCC3CCCCC3)ccc21
→ -6%	3%	-6%	-16%	4	-2%	-20%	-3%	0%	-3%	2%
> CCn1cc2nc(SCC(=O)Nc3ccc(OC)c(OC)c3)n(Cc3ccc(OC)cc3)c(=O)c2n1
→ 7%	-55%	x	-21%	-10	-2%	0%	-26%	-1%	17µM*	8%
> CCC(CC)N1CCN(CCc2ccccc2)C(CCO)C1 (stereo not drawn)
→ 0%	-18%	-9%	-12%	-13	1%	0%	-10%	0%	-2%	2%
> CCOc1ccccc1NC(=O)C(CC(C)C)NC(=O)C1CCC(C)CC1 (stereo not drawn)
→ 2%	-2%	-2%	-4%	5	-5%	-37%	-7%	1%	-5%&0%	-5%
> CC(=O)Nc1ccc(S(=O)(=O)N2CCN3CCCC3C2)cc1 (stereo not drawn)
→ 0%	x	-3%	-2%	-3	x	8%	x	-2%	0%	0%
> Cc1cc(C)nc(SCc2nnc(SCC(=O)Nc3c(C)cccc3C)o2)n1
→ 1%	7%	-1%	2%	-7	3%	-14%	3%	-2%	4%	-6%
> CCN1CCCc2cc(CN(CCN3CCOCC3)C(=S)Nc3ccccc3OC)ccc21
→ -6%	10µM*	1%	-23%	-1	-2%	1%	-14%	0%	-2%	-8%
> Cc1ccc(NC(=O)COc2ccccc2C=O)cc1Cl
→ u	-2%	-1%	-21%	-2	19%	u	6%	2µM*	0.85µM*	2.5µM*

Assay outcomes (PubChem BioAssay)

Only part of the results is shown. The share of hits here may be higher or lower than overall.
